SIAH1 antagonists – Siah-1 peptide-binding antagonists, primary screen, biochemical, fluorescence polarization, rhodamine-plectin, uHTS (AID 1817); Siah-1 / rhodamine-plectin peptide fluorescence polarization; higher % means a stronger effect; displacement, % at 20 µM, or IC50 in µM where a hit was titrated; actives 0.02% (n = 290,000); E3 ubiquitin-protein ligase SIAH1 (Homo sapiens);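 active = displacement of at least 50% at 20 µM, with a fluorescence ratio check between 0.3 and a set limit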;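 note: plate controls were Siah plus tracer with DMSO for no effect and tracer alone without Siah for full effect; strong numbers were not always called active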
P. falciparum M1AAP – P. falciparum M1AAP inhibitors, biochemical, fluorogenic H-Leu-NHMec substrate, 1536-well (AID 1445); actives 0.42% (n = 220,000); Aminopeptidase N (Plasmodium falciparum (isolate 3D7)); recombinant M1AAP, H-Leu-NHMec fluorogenic kinetic assay; higher % means a stronger effect; inhibition, % at 30 µM; hits with a dose series show IC50 in µM;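 active = primary inhibition above the hit cutoff, then over 50% inhibition at one or more dose response concentrations, cut at about 23% in these data, passing the limit was not always enough; inconclusive = conflicting primary data, or primary hits not chosen for dose response; inactive = low primary inhibition, or under 50% at every dose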;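 note: plate controls were DMSO full reaction for no effect and no enzyme background for full effect; strong numbers were not always called active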
M17LAP inhibition – P. falciparum M17LAP inhibitors, primary screen, biochemical, fluorogenic H-Leu-NHMec substrate, 1536-well (AID 1619) | inhibition, % at 30 µM, or IC50 in µM where a hit was titrated | recombinant M17LAP, H-Leu-NHMec fluorogenic kinetic assay; higher % means a stronger effect | actives 0.38% (n = 220,000) | Leucine aminopeptidase (Plasmodium falciparum (isolate 3D7));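 active = compound inhibiting the enzyme by more than half at any dose during confirmatory dose-response retesting; inconclusive = strong single-dose inhibitors picked by rank but not retested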;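 note: plate controls were full reaction with DMSO carrier for no effect and no enzyme background for full effect; strong numbers were not always called active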
K1F lysis inhibition – inhibition of K1F phage lysis, E. coli UTI89, bacterial capsule biogenesis inhibitors, alamar blue (AID 488966); E. coli UTI89 K1F phage lysis, alamar blue, 2 h; higher % means a stronger effect; one-dose inhibition, % at 100 µM; IC50 in µM for titrated hits; actives 0.02% (n = 340,000);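 active = phage lysis inhibition, versus mean bacterial control, above a set limit; inconclusive = no clear call, values can overlap the other calls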;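 note: capsule biogenesis inhibitors block K1F phage lysis so surviving cells raise fluorescence; higher fluorescence means more inhibition of phage lysis; actives were called in the ten point dose series up to 300 µM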
Hep lipid drop – inhibitors of hepatocyte lipid droplet formation, primary screen, imaging, high-throughput imaging, BODIPY stain | AML12 mouse hepatocytes, oleate lipid droplets | actives 0.4% (n = 240,000) | AID 1656, 2009 | inhibition, % at 6.5 µM;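 active = lipid droplet intensity inhibited by at least 50%, with more than 500 cells counted; inconclusive = wells with under 300 cells, treated as cytotoxic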
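Material – mouse AML12 hepatocyte cell line, fixed after treatment · Compound dosing – one dose, 6.5 µM compound · Times – compound with oleate, overnight · Measured by – Image-based BODIPY and DAPI two-channel analysis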
Hep lipid drop cells 6.5 µM – further read-out of Hep lipid drop, marked with its call; cell count; measured here: cell count, cytotoxicity flag;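 cells counted across two imaged fields per well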
Active calls of the source: *; i = inactive; ? = inconclusive; . = not tested or not shown; [ ] = another dose, or the depositor's remark.

The first 2 records, to show the layout:
SMILES	SIAH1 antagonists	P. falciparum M1AAP	M17LAP inhibition	K1F lysis inhibition	Hep lipid drop	Hep lipid drop cells 6.5 µM
CCOC(=O)c1ccccc1NC(=O)c1ccc2nc[nH]c2c1	-5.9%	.	.	0.3%	.	.
COc1cc(OC)cc(C(=O)Nc2ccc(Nc3ccccc3)cc2)c1	-1.2%	.	.	-0.4%	.	.

All compounds of this part, from the start:
SMILES	SIAH1 antagonists	P. falciparum M1AAP	M17LAP inhibition	K1F lysis inhibition	Hep lipid drop	Hep lipid drop cells 6.5 µM
CCOC(=O)c1ccccc1NC(=O)c1ccc2nc[nH]c2c1	-5.9%	.	.	0.3%	.	.
COc1cc(OC)cc(C(=O)Nc2ccc(Nc3ccccc3)cc2)c1	-1.2%	.	.	-0.4%	.	.
COc1ccc(CN2C(=O)CSCC2=O)cc1OC	-0.8%	.	.	0.3%	.	.
CCOC(=O)c1csc(N/N=C2\CCCc3ccccc32)n1	-3.9%	.	.	0.0%	.	.
O=C(Nc1ccc2c(c1)OCO2)C1CCN(Cc2cc3c(cc2O)OCO3)CC1	1.8%	.	.	i	.	.
O=C(NC1CCCCC1)c1cc(N2C(=O)CCC2=O)ccc1Cl	5.2%	.	.	0.2%	.	.
CC(C)C[C@@H](C(=O)NC1CC1)N1C(=O)N2CCc3c([nH]c4ccccc34)[C@@]2(C)C1=O	-4.2%	.	.	0.4%	.	.
O=C(Nc1c(-c2ccc(F)cc2)nc2ccccn12)c1ccc(F)cc1	8.2%	.	.	-0.1%	.	.
CCOC(=O)C1CCN(c2ncnc3c2cnn3C)CC1	-2.6%	.	.	0.0%	.	.
COc1ccc(NC(=O)CS(=O)(=O)c2ccc(Br)cc2)cc1	-1.6%	.	.	0.2%	.	.
COc1cc(Br)ccc1C1CC(=O)C(C)C(c2ccc(Br)cc2OC)N1 (stereo not given)	-5.9%	.	.	0.3%	.	.
CCSCCOC(=O)C1=C(C)N(C)C(=O)NC1c1ccc2c(c1)OCO2 (stereo not given)	8.4%	.	.	0.2%	.	.
O=S1(=O)CCOC[C@H](c2ccccc2)N1Cc1ccccc1	0.9%	.	.	-0.5%	.	.
COc1ccc(-c2cn[nH]c2-c2ccc(OC)cc2)cc1	1.4%	.	.	-0.2%	.	.
O=C(O)c1cnn(-c2nc(-c3ccc(Cl)c(Cl)c3)cs2)c1C(F)(F)F	3.7%	.	.	-0.2%	.	.
Cc1ccc(S(=O)(=O)/N=C(\N)c2ccc(Cl)cc2)cc1	-1.5%	.	.	-1.2%[50 µM]	.	.
CN1CCN(C(=O)/C(=C/c2ccccc2Cl)NC(=O)c2ccccc2)CC1	-2.1%	.	.	-0.1%	.	.
O=C1CNC(=S)N1Cc1ccccc1Cl	0.7%	.	.	?	.	.
COc1ccc(CC(=O)N2CCCC2)c(OC)c1	3.3%	.	.	0.4%	.	.
CSCC[C@H](NC(=O)Cc1c(C)c2c(cc(C)c3c(C)coc32)oc1=O)C(=O)O	-1.9%	.	.	0.0%[50 µM]	.	.
COc1cc2c(cc1OC)C(c1cccc(Br)c1)NC(=O)C2 (stereo not given)	-5.4%	.	.	-2.0%	.	.
CCOc1ccc(N2CC(C(=O)NC3CCCC3)CC2=O)cc1 (stereo not given)	4.5%	.	.	1.7%	.	.
N#Cc1sc(NCc2cccc(Cl)c2)nc1Cl	-2.0%	.	.	0.1%	.	.
COc1ccc(CNC(=O)Cn2nc(C(F)(F)F)c(Br)c2C)cc1	12.6%	.	.	0.4%	.	.
CC(C)C[C@@H](CSc1ccccc1)N1CCN(CCc2ccccc2)CCC1=O	3.2%	.	.	-0.5%	.	.
O=c1c2c([nH]n1-c1ccccc1)CCSC2	1.7%	.	.	-0.1%	.	.
Cc1cc2nc3c(=O)[nH]c(=S)[nH]c3nc2cc1NC(=O)C(F)(F)F	8.8%	.	.	-0.1%	.	.
Cc1ccc(N2CC(C(=O)Nc3ccc(N(C)C)cc3)CC2=O)cc1C (stereo not given)	.	12.2%	-4.2%	12.0%	.	.
CNCCCc1[nH]nc(N)c1C#N	.	7.9%	0.9%	-0.8%	.	.
CN1CCc2nc(SCC(=O)Nc3ccc(Cl)cc3)c(C#N)cc2C1	.	5.7%	18.6%	0.5%	.	.

Reprinted at random: 4 records from the list, in no set order.
SMILES	SIAH1 antagonists	P. falciparum M1AAP	M17LAP inhibition	K1F lysis inhibition	Hep lipid drop	Hep lipid drop cells 6.5 µM
O=C(NC1CCCCC1)c1cc(N2C(=O)CCC2=O)ccc1Cl	5.2%	.	.	0.2%	.	.
CCOC(=O)C1CCN(c2ncnc3c2cnn3C)CC1	-2.6%	.	.	0.0%	.	.
Cc1ccc(N2CC(C(=O)Nc3ccc(N(C)C)cc3)CC2=O)cc1C (stereo not given)	.	12.2%	-4.2%	12.0%	.	.
CSCC[C@H](NC(=O)Cc1c(C)c2c(cc(C)c3c(C)coc32)oc1=O)C(=O)O	-1.9%	.	.	0.0%[50 µM]	.	.

Later entries:
SMILES	SIAH1 antagonists	P. falciparum M1AAP	M17LAP inhibition	K1F lysis inhibition	Hep lipid drop	Hep lipid drop cells 6.5 µM
O=C(C(c1ccccc1)c1ccccc1)N1CCC(c2nc(-c3ccccc3Cl)no2)CC1	.	3.5%	3.8%	0.2%	.	.
COc1ccccc1C1NC(=O)NC(C)=C1C(C)=O (stereo not given)	.	-1.6%	8.1%	3.0%	.	.
O=S(=O)(c1ccc(Oc2ccc(Br)cc2F)nc1)N1CCCCC1	.	4.5%	8.1%	-0.5%	.	.
O=C(CSc1nc(O)c(C2CCCCC2)c(=O)[nH]1)NCC1CCCO1 (stereo not given)	.	-1.8%	14.7%	0.4%	.	.
Cc1cccc(C)c1NC(=O)CCCSc1nnc(-c2ccco2)o1	.	11.1%	5.6%	0.1%	.	.
Cc1occc1-c1nnc(SCc2nnc(-c3ccc(Cl)cc3)o2)n1C	.	2.3%	-1.9%	2.1%	.	.
COc1ccc(Cn2c(=O)[nH]c3cc(C(=O)NCc4ccc5c(c4)OCO5)ccc3c2=O)cc1	.	6.8%	-17.1%	0.0%	.	.
CCC(C)N1CCN(C(=O)c2cccs2)CC1 (stereo not given)	.	0.4%	-2.9%	-0.9%	.	.
CC(C)(C)c1cc(NC(=O)CCSc2nnc3ccccn23)cc(C(C)(C)C)c1	.	-2.7%	12.8%	0.3%	.	.
CCc1ccc2nc(SCC(=O)N3CCCCC3)c(C#N)cc2c1	.	10.0%	12.6%	3.4%	.	.
O=C(O)COc1ccc(NC(=O)c2cccs2)cc1	.	6.1%	16.1%	1.5%	.	.
CCOc1c(Cl)cc(CNCC(C)C)cc1Cl	.	-0.9%	6.1%	0.5%	.	.
Cc1cccc(-n2nnnc2SCn2nnc3ccccc3c2=O)c1	.	5.6%	2.2%	0.9%	.	.
C/C(N)=C(/C#N)C(=O)COc1ncnc2ccccc12	.	14.6%	-20.8%	0.5%	.	.
Cc1ccc(S(=O)(=O)N2CCN(C(=O)CSc3nc4ccccc4c(=O)[nH]3)CC2)cc1	.	-1.6%	-6.8%	0.1%	.	.
Cn1c2c(c(=O)n(C)c1=O)C(c1ccccc1OC(F)F)C1=C(CCCC1=O)N2 (stereo not given)	.	6.8%	-59.7%	0.2%	.	.
Cc1ccccc1C(=O)NC1CC(C)(C)NC(C)(C)C1	.	6.0%	-7.9%	0.6%	.	.
CCOC(=O)CCSCC(=O)Nc1cc(C)on1	.	5.9%	14.6%	0.5%	.	.
O=S(=O)(NCC(c1cccnc1)N1CCN(c2ccc(F)cc2)CC1)c1cc(F)ccc1F (stereo not given)	.	5.5%	-3.7%	2.9%	.	.
COC(=O)Oc1c(Br)c(=O)oc2ccccc12	.	-1.7%	2.8%	1.1%	.	.
COc1ccc(-c2nnc(N(C)C(=O)C3CCOC3)s2)cc1 (stereo not given)	.	-0.2%	14.9%	0.1%	.	.
COc1cccc(CNc2ccc(F)c(Cl)c2)c1O	.	8.0%	1.1%	-0.1%	.	.
COc1ccc(OCCCN(C)Cc2ccccc2)cc1	1.3%	.	.	-0.1%	-12.9	810
O=C(O)c1nn(-c2ccccc2C(F)(F)F)cc1O	0.9%	.	.	0.1%	0.9	707
COc1ccc(CNC(=O)[C@H](C)NC(=O)[C@@H]2Cc3ccccc3CN2)cc1	0.6%	.	.	0.6%	-20.8	785
COc1ccc(CCN(C)C/C=C/c2ccccc2)cc1OC	4.9%	.	.	-0.2%	-4.9	812
CCc1ccc(/C=C2/Sc3ccccc3N(CC(=O)NCC3CCCO3)C2=O)cc1 (stereo not given)	-2.0%	.	.	0.0%	7.8	668
O=C(Nc1cccc(C(F)(F)F)c1)c1cccnn1	0.8%	.	.	0.0%	-4.2	805
Cc1nc(CCNC(=O)CC2C(=O)NCCN2Cc2ccccc2)nc2c1CCC2 (stereo not given)	2.3%	.	.	0.4%	3.9	686
COc1ccc(N(C)C(=O)C2CCN(S(=O)(=O)c3cccc4nsnc34)CC2)cc1	4.1%	.	.	0.2%	-3.8	707
COC(=O)c1cc(S(=O)(=O)NCC2CCN(Cc3ccc(F)cc3)CC2)c[nH]1	9.4%	.	.	0.1%	16.6	748
O=C(NCCN1CCCC1=O)C1CCC(=O)N(CCc2ccc(Cl)cc2)C1 (stereo not given)	0.1%	.	.	-0.9%[50 µM]	-12.5	775
COC(=O)CN1C(=O)COc2ccc(S(=O)(=O)N3CCCC3)cc21	-0.2%	.	.	0.2%	-13.3	721
CC(C)C[C@H]1CN=C(Nc2ccccc2)N1CCCC1CCCCC1	13.1%	.	.	-0.4%	-1.5	746
Cn1ncc(Cl)c1C(=O)Nc1ccc2c(c1)CCC2	-3.1%	.	.	1.5%[50 µM]	-3.6	812
Nc1nonc1-n1nnc(C(=O)N/N=C/c2ccc(OCc3ccccc3)cc2)c1CN1CCCCC1	9.0%	.	.	0.0%	0.2	748
CC(=O)N1CCOc2ccc(S(=O)(=O)NCc3ccccc3Cl)cc21	3.0%	.	.	0.2%	6.6	807
CC(=O)Nc1c2c(nn1-c1ccccc1C)CS(=O)C2 (stereo not given)	-2.1%	.	.	0.3%	-3.0	802
Cc1ccc(C(=O)CC(=O)c2ccc(C)cc2O)cc1	1.4%	.	.	0.7%[50 µM]	-6.3	824
CC(=O)Nc1ccc(NC(=O)CSc2nnc(NC(=O)C3CC(=O)N(c4ccccc4)C3)s2)cc1 (stereo not given)	7.8%	.	.	0.7%[50 µM]	-1.5	560
Cn1c2c(c(=O)n(C)c1=O)C(c1ccc(Br)cc1)C(C#N)=C(N)N2 (stereo not given)	7.3%	.	.	-0.2%	6.1	809
C/C(=N\N(C)C)c1ccc(OCCOc2ccc([N+](=O)[O-])cc2)cc1	16.0%	.	.	-0.3%	5.2	790
CC(=O)c1cccc(NC(=O)N(c2ccccc2)c2ccccc2)c1	0.6%	.	.	0.1%	-4.7	828
Cc1cccc(N(CC(=O)NCc2ccc(F)cc2)C(=O)c2ccco2)c1	-2.2%	.	.	1.6%	-2.5	675
O=C(O)c1cccc(S(=O)(=O)Nc2ccc(OCc3ccccc3)cc2)c1	2.3%	.	.	0.5%	8.3	830
O=C(Nc1ccccc1C(=O)O)c1cc(S(=O)(=O)N2CCCCC2)c(Cl)cc1Cl	-9.0%	.	.	1.4%	-1.2	833
COc1cccc2c1Oc1cc([N+](=O)[O-])cc(N(C)C(C)=O)c1C=C2	12.5%	.	.	0.1%	-4.2	837
COc1ccc(N(CC(=O)NCc2ccc(F)cc2)S(=O)(=O)c2c(C)n[nH]c2C)cc1	2.9%	.	.	0.5%	-25.7	660
CCOC(=O)c1csc(NC(=O)c2ccc3c(c2)OCCO3)n1	2.0%	.	.	0.5%	8.5	694
O=C(Nc1ccc(S(=O)(=O)N2CCCC2)cc1)c1cc(F)c(F)cc1Cl	3.5%	.	.	0.9%[50 µM]	7.5	705

Source: PubChem BioAssay (several laboratories)

Not all compounds are listed. The share of hits here may be higher or lower than overall.
